# Screens (PubChem)
# p53 reactivator: restores transcriptional activity of mutant p53; H1299 p53-A138V BP100-luciferase reporter, luminescence, 24 h; AID 504706; hit rate 0.063% among 320,000; Potency, µM (titrated, usually from 92.2 µM), for inactives: at the top dose activity change, positive = activation, usual class: activators; further: % of control where 0% means no effect; nearly all actives have a fitted effect of over 45% in size
#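 p53-null H1299 cells stably carrying temperature-sensitive p53-A138V and a BP100-luciferase reporter were pinned with compounds (4-point, 1:5 series) and held 24 hrs at 37 deg C. Luminescence was read 10 min after detection reagent.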
# uPA generation: inhibitors of cell surface uPA generation; cell surface uPA generation assay, qHTS; Potency, µM (top dose mostly 38.3 µM), for inactives: at the top dose activity change, negative = inhibition, usual class: inhibitors; hit rate 0.31% among 330,000; AID 540303; active means well fitted inhibition curve with a large enough effect; inconclusive means small, poorly fitted or top-dose-only effect; inactive means no such curve, though single readings can be large or run the other way; tested in mouse RAW 264.7 cells; further: on the % scale 0 is the no-effect control and ±100 the full control effect; nearly all actives have a fitted effect of over 55% in size
# MBNL1 CUG block: MBNL1-poly(CUG) RNA binding inhibition; Q9NR56; TR-FRET MBNL1-His/biotin-(CUG)12 binding, 665/545 ratio; Potency, µM (top dose mostly 57.5 µM), for the others: at the highest dose activity change, negative = inhibition, hits mostly inhibitors; hit rate 0.036% among 280,000; AID 2675; active means well fitted inhibition curve with a large enough effect in the signal ratio, with a control signal flat, not every such curve was filed as active; inconclusive means small, poorly fitted or top-dose-only effect, or effect the other way, or a change in a side signal; inactive means no such curve, though single readings can be large or run the other way; the % refers to the signal ratio; further: on the % scale 0 is the no-effect control and ±100 the full control effect
# Target sequence (Q9NR56 whole entry, looked up): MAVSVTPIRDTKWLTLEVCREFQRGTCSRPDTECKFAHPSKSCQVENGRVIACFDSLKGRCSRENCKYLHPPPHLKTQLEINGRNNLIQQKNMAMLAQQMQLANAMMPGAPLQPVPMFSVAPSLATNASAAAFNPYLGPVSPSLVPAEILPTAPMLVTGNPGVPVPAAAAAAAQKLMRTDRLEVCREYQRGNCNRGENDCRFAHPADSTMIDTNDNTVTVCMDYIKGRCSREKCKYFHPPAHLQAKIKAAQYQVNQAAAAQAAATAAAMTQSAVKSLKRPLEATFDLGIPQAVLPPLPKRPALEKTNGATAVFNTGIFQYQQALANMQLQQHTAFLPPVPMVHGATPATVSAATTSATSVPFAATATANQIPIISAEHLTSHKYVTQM
#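 Ratiometric TR-FRET (665 over 545 nm, excitation 340 nm) tracks disruption of MBNL1-His/biotin-(CUG)12 complex after 60 min at room temperature, with compounds at 92 nM to 58 uM final.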
# Gal4-VP16 FLuc: counter-screen for ROR gamma inhibitors: Gal4-VP16 reporter; Drosophila S2 Gal4-VP16 UAS-luciferase, luminescence, 20 h; Potency, µM (doses to about 53.6 µM), for inactives: at the highest dose activity, negative = inhibition, hits mostly inhibitors; hit rate 3.5% among 310,000;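 further: Gal4-VP16 expression switched on by copper sulfate through the metallothionein promoter; on the % scale 0 is the no-effect control and ±100 the full control effect; nearly all actives have a fitted effect of over 50% in size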
# Rab9 prom act: Rab9 promoter activation | AID 485297 | hit rate 2.8% among 320,000 | Huh7 Rab9 promoter-luciferase reporter, luminescence, 24 h | Potency, µM (titrated, usually from 9.22 µM), for the others: at the highest dose activation, negative = inhibition, hits mostly activators; further: % of control where 0% means no effect; nearly all actives have a fitted effect of over 60% in size
#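 Using Huh7 cells stably transfected with Rab9 promoter–luciferase, compounds were incubated 24 h at 37 °C, 5% CO2; luciferase luminescence was read 10 min after reagent addition.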
# RORgamma inh: blocks mouse ROR gamma transcriptional activity; Drosophila S2 Gal4-RORgamma UAS-luciferase reporter, 20 h; Potency, µM (highest dose often 53.6 µM), for inactives: at the highest dose activity change, negative = inhibition, actives largely listed as inhibitors; hit rate 5.4% among 310,000; P51450; AID 2551; further: on the % scale 0 is the no-effect control and ±100 the full control effect; nearly all actives have a fitted effect of over 60% in size
# Target sequence (P51450 whole entry, looked up, the tested form may be a part): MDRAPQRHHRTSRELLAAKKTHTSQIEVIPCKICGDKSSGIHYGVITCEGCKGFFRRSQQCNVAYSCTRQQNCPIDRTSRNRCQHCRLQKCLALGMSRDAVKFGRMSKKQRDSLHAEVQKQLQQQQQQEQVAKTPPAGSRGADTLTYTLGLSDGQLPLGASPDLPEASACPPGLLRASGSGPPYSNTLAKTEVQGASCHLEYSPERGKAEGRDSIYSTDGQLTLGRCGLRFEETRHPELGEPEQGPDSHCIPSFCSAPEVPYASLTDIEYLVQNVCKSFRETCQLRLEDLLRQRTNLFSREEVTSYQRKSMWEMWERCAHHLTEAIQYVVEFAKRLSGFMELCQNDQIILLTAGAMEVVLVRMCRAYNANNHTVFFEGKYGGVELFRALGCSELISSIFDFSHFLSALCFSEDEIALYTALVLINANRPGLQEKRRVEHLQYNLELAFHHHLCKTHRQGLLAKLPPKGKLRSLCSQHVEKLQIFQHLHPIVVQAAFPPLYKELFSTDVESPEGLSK
#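 Using a luciferase readout, inhibitors were identified by reduced reporter activity in Drosophila cells coexpressing a copper-inducible Gal4–ROR gamma fusion and UAS-driven Photinus luciferase, incubated 20 hr after 700 uM copper sulfate.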
# BRCA1 expr up: BRCA1 expression activation | MCF7-BRCA1-FFLuc reporter, luminescence, 48 h; response scale: scaled: vehicle 0%, 10 µM genistein 100% | Potency, µM (titrated, usually from 46.1 µM), for inactives: top-dose activation, most hits filed as activators | hit rate 1.1% among 380,000; further: nearly all actives have a fitted effect of over 80% in size; some results filed as inactive show a strong effect at the top dose
#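 Activators of BRCA1 expression were detected as increased firefly luciferase luminescence in engineered MCF7 cells after 48 h compound incubation. Signals were scaled to genistein 10 microM as full activation.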
# FLuc counter: counter-screen for miR-21 project: firefly luciferase inhibitors or activators; hit rate 6.9% among 360,000; Potency, µM (highest dose often 57.5 µM), for inactives: at the top dose activity change, negative = inhibition, most hits filed as inhibitors; purified FLuc, Km substrates, luminescence inhibition;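 further: plate controls were vehicle for no effect and reference inhibitor for full effect; nearly all actives have a fitted effect of over 55% in size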
#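 Biochemical qHTS of compounds, final roughly 60 µM downward over six points, against 10 nM purified firefly luciferase using Km concentrations of substrates (10 uM D-luciferin, 10 uM ATP) in Tris acetate pH 7.5 buffer; luminescence output.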
# NPC1 prom act: activators of NPC1 promoter; Potency, µM (series often up to 9.22 µM), inactives show at the highest dose activation, usual class: activators; AID 485313; Huh7 NPC1 promoter luciferase reporter, 24 h; hit rate 2.4% among 320,000;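 further: % of control where 0% means no effect; nearly all actives have a fitted effect of over 60% in size; reporter is driven by a mutant NPC1 promoter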
#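 NPC1 promoter–luciferase Huh7 cells; 24 h compound; luminescence.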
# ELG1 genotox: genotoxicity induction in ELG1-luciferase HEK293T cells | AID 504466 | HEK293T ELG1-luciferase reporter, luminescence, 16 h | hit rate 1.3% among 330,000 | Potency, µM (series often up to 46 µM), without a hit: top-dose activity change, positive = activation, hits mostly activators; further: % of control where 0% means no effect; nearly all actives have a fitted effect of over 60% in size
#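 Cells (2,000/well) expressing the ELG1-luciferase fusion are dosed by pin tool and kept 16 hr at 37 °C, 5% CO2. Signal comes from ONE-Glo luciferase reagent after 30 min at room temperature.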
# * marks the source's active call; other numbers are inactive results; ? = inconclusive; · = no result given; [ ] = remark or other dose. Unless noted, the call rests on the fitted dose curve; in most records, active means well fitted curve in the direction sought with a large enough effect; inconclusive means small, poorly fitted or top-dose-only effect, or another doubt; inactive means no such curve, though single readings can be large; an effect the other way counts as inactive or inconclusive. Potency means the concentration at half of the fitted maximal effect.
molecule	p53 reactivator	uPA generation	MBNL1 CUG block	Gal4-VP16 FLuc	Rab9 prom act	RORgamma inh	BRCA1 expr up	FLuc counter	NPC1 prom act	ELG1 genotox
Cc1cccc(C)c1OCC(=O)NCC1COc2ccccc2O1 (stereo unspecified)	-5.7%	-7.1%	·	·	-2.1%	·	-14.8%	5.3%	-1.5%	1.9%
O=c1n(-c2ccccc2)c(=O)n(Cc2ccccn2)n1Cc1ccccn1	-3.9%	4.3%	-7.2%	2.3%	0.3%	-23.1%	-24.4%	3.5%	-1.9%	0.8%
Cc1ccc(OCC(=O)NCc2ccccc2)c([N+](=O)[O-])n1	5.3%	-9.7%	?	-6.6%	1.0%	-24.5%	11.8%	4.8%	0.4%	5.8%
CC(c1ccco1)N(C(=O)c1ccc(Cl)s1)c1ccccn1 (stereo unspecified)	0.2%	2.5%	-4.2%	21.6%	-5.1%	?	2.7%	3.8%	-8.3%	-0.6%
C=CCn1c(SCC(=O)N(CC)C2CCS(=O)(=O)C2)nnc1-c1ccccc1 (stereo unspecified)	2.1%	4.2%	·	·	-3.5%	·	-0.9%	6.8%	-3.6%	-2.6%
Cc1cccc(N2C(S)=C(C#N)C(=O)NC2c2cccs2)c1 (stereo unspecified)	12.6%	-2.3%	12.3%	?	-2.8%	?	-26.3%	-7.3%	-2.4%	0.0%
C=CCn1c(=N)n(CC(O)c2ccco2)c2ccccc21 (stereo unspecified)	-1.6%	-2.6%	5.2%	5.4%	-3.6%	8.0%	-2.3%	6.8%	2.8%	-2.2%
O=c1oc2ccccc2c(NC2CCCCC2)c1NS(=O)(=O)c1ccc(F)c(Cl)c1	-1.0%	2.9%	1.9%	-6.1%	-0.6%	-22.9%	-1.0%	-0.9%	-5.2%	-1.6%
CCOC(=O)c1ccc(NC(=O)c2cnccn2)cc1	25.4%	0.7%	2.6%	9.8%	?	?	?	?	?	16.4%
Cc1cccn2cc(CCNC(=O)c3ccc(Br)o3)nc12	0.6%	8.1%	-4.1%	16.6%	-1.8%	?	-4.5%	0.5%	-4.4%	-7.6%
O=C(COc1ccccc1)Nc1ccc2oc(=O)ccc2c1	0.8%	2.4%	-0.2%	-5.0%	8.3%	4.4%	-3.5%	1.4%	-3.5%	10.1%
CCc1ccc(NC(=O)C(C)OC(=O)CCC(=O)c2cccs2)cc1 (stereo unspecified)	10.1%	-2.5%	-2.5%	5.7%	0.0%	43.6%	69.7%	0.4%	-1.7%	4.4%
CC(NC(=O)Cn1ncc(Cl)c(Cl)c1=O)C12CC3CC(CC(C3)C1)C2 (stereo unspecified)	-20.9%	-5.5%	?	?	-29.2%	12.6µM*	-76.4%	3.5%	-23.2%	-18.3%
CCN(CC)CCN1CCn2c3c(c4cc(C)ccc42)CCCC31 (stereo unspecified)	7.8%	-11.5%	10.0%	-4.7%	2.0%	-14.3%	6.2%	4.6%	-2.7%	-1.1%
O=C(c1cccc([N+](=O)[O-])c1)N1CCN(Cc2ccccc2)CC1	-5.8%	-8.2%	?	7.0%	-3.3%	6.0%	3.1%	-2.8%	2.2%	-11.1%
CCOC(=O)C(NC(=O)Nc1ccc(F)cc1F)(Oc1ccc(F)cc1)C(F)(F)F (stereo unspecified)	-8.8%	1.5%	-7.8%	0.3%	-4.8%	2.1%	-8.3%	2.9%	0.3%	1.2%
CCOc1ccc(Nc2nc(N)c([N+](=O)[O-])c(NCc3ccccc3)n2)cc1	4.7%	4.1%	·	15.2%	11.7%	32.1%	-21.5%	-10.8%	-4.4%	3.8%
Cc1cc(NC(=O)c2ccco2)c(=O)n(Cc2c(F)cccc2Cl)c1	-4.6%	0.0%	15.2%	-2.2%	-1.3%	6.2%	-2.0%	-4.6%	-2.4%	-18.3%
Cc1ccc2occ(/C=N/NC(=O)[C@@H](N)Cc3ccccc3)c(=O)c2c1	-2.6%	0.6%	0.3%	0.9%	-0.7%	15.2%	0.0%	5.7%	0.4%	-11.5%
CCN(CC)C(=O)Cn1cc(C(=O)C(=O)N2CCN(C)CC2)c2ccccc21	6.5%	1.3%	-1.6%	-10.9%	8.4%	-5.5%	-10.6%	6.5%	1.6%	2.9%
CC(C)N1C(=O)C(=O)N(CC(=O)N2CCc3ccccc32)C1=O	0.6%	5.5%	·	·	-0.4%	·	1.9%	3.3%	-5.4%	-0.2%
Cc1noc(/C=C/NCc2cccnc2)c1S(=O)(=O)N(C)CC(=O)N1CCc2ccccc21	-1.4%	-20.5%	1.4%	-1.5%	0.1%	-1.0%	-38.4%	-0.4%	-0.1%	1.6%
CC(C)c1nc2cc(C(=O)N3CCNC(=O)C3c3cccc(F)c3)ccc2o1 (stereo unspecified)	9.3%	-8.8%	-7.9%	7.2%	2.1%	11.1%	5.0%	-2.9%	-6.4%	-2.6%
CC(=O)Nc1ccc(S(=O)(=O)N(C)S(=O)(=O)c2ccc(F)cc2)cc1	-2.0%	·	-10.3%	1.8%	8.7%	1.2%	-26.9%	0.8%	-2.1%	-3.0%
CCOC(=O)Nc1ccc2c(c1)N(C(=O)C(C)N1CCCC1)c1ccccc1CC2 (stereo unspecified)	0.0%	6.3%	-5.3%	7.8%	13.0%	?	4.3%	9.1%	1.8%	3.8%
Cc1ccc(S(=O)(=O)N2CCOCC2)cc1C(=O)NC1=NCCS1	2.7%	-0.3%	·	·	·	·	-15.9%	·	·	0.0%
CCCn1cc(CN2CCc3ccc(NC(=O)C4CCCO4)cc3C2)c(C)n1 (stereo unspecified)	-10.3%	-0.2%	-1.5%	4.6%	17.9%	-17.2%	9.6%	2.5%	4.8%	1.5%
COCCCNC(=S)N(Cc1ccccc1)Cc1nc2ccccc2c(=O)[nH]1	-3.0%	4.6%	-1.9%	?	-2.6%	15.8µM*	-13.9%	3.0%	-2.7%	-1.4%
CCN(CC)c1nc(-c2ccccc2)ncc1S(=O)(=O)c1ccc(C)cc1	2.3%	12.0%	11.4%	4.8%	0.4%	?	-20.6%	1.0%	-1.5%	-4.0%
CCOc1ccccc1NC(=O)C1CCCN(S(=O)(=O)c2cccc3nsnc23)C1 (stereo unspecified)	18.7%	2.2%	?	-4.1%	5.1%	18.8%	0.3%	-0.2%	-0.1%	-8.2%
CC(Oc1ccc(Cl)cc1)C(=O)Nc1ncccn1 (stereo unspecified)	2.7%	10.1%	-3.2%	-2.0%	11.0%	-6.6%	1.5%	-16.9%	6.3%	-0.1%
CCNC(=O)COc1ccc(F)cc1C(=O)c1cnn(-c2ccccc2)c1	3.4%	-1.4%	-4.8%	-12.2%	2.0%	33.9%	-11.3%	-0.5%	0.8%	6.0%
Cc1ccc(S(=O)(=O)CCC(=O)NC2CCCC2)cc1	1.3%	0.5%	-2.7%	15.0%	3.0%	9.8%	-0.1%	3.7%	-5.1%	4.9%
CCN(CC)CCCNc1oc(-c2ccc(OC)c(OC)c2)nc1C#N	2.3%	-5.1%	8.0%	1.2%	-2.4%	-11.6%	-3.1%	-2.2%	-1.2%	8.9%
Cc1ccc(-c2nnc(Nc3ccc4c(c3)OCO4)c3ccccc23)cc1S(N)(=O)=O	-4.5%	-2.0%	?	-20.1%	-1.4%	?	-47.7%	23.9µM*	2.8%	-3.1%
Cc1cnccc1CN(C)Cc1cn(C)nc1-c1cccc(Cl)c1	-3.4%	-2.8%	-16.0%	-5.1%	-5.3%	0.8%	-59.6%	6.4%	6.8%	-6.7%
COc1cccc(C(=O)OCC(=O)N2CCc3ccccc3C2)c1OC	7.5%	3.1%	·	·	·	·	-0.4%	·	·	4.6%
COCCN(C(=O)c1ccc(OCC(C)C)cc1)c1c(N)n(Cc2ccccc2)c(=O)[nH]c1=O	1.1%	0.5%	·	·	-3.5%	·	8.2%	1.0%	-3.2%	1.4%
CCOC(=O)c1ccc(N2Cc3ccccc3C2=NC(=O)c2cccs2)cc1	?	-8.3%	85.7%[activator]	-4.8%	4.9%	-12.4%	10µM*	?	8.1%	?
CC(=O)N1c2ccccc2C2CCCC[C@H]21 (stereo partly specified)	-11.9%	1.2%	·	·	-2.5%	·	4.9%	0.8%	-1.2%	11.5%
CCSc1nnc(NC(=O)c2cccc(OCc3c(C)noc3C)c2)s1	-3.8%	-5.0%	-1.0%	5.9%	4.3%	-44.9%	-2.1%	?	4.1%	-6.8%

# Part of the list above in order of heavy-atom count, largest number first:
molecule	p53 reactivator	uPA generation	MBNL1 CUG block	Gal4-VP16 FLuc	Rab9 prom act	RORgamma inh	BRCA1 expr up	FLuc counter	NPC1 prom act	ELG1 genotox
CCNC(=O)COc1ccc(F)cc1C(=O)c1cnn(-c2ccccc2)c1	3.4%	-1.4%	-4.8%	-12.2%	2.0%	33.9%	-11.3%	-0.5%	0.8%	6.0%
Cc1ccc(S(=O)(=O)CCC(=O)NC2CCCC2)cc1	1.3%	0.5%	-2.7%	15.0%	3.0%	9.8%	-0.1%	3.7%	-5.1%	4.9%
CC(Oc1ccc(Cl)cc1)C(=O)Nc1ncccn1 (stereo unspecified)	2.7%	10.1%	-3.2%	-2.0%	11.0%	-6.6%	1.5%	-16.9%	6.3%	-0.1%
